PHOSPHO1 inh: PubChem AID 1565 | Phosphoethanolamine/phosphocholine phosphatase (Homo sapiens), Q8TCT1 | recombinant PHOSPHO1, absorbance phosphatase assay | inhibition, % at 13.3 µM | actives 1.1% (n = 290,000); in the data active = inhibition above about 60%
Target sequence (Q8TCT1 whole entry, looked up): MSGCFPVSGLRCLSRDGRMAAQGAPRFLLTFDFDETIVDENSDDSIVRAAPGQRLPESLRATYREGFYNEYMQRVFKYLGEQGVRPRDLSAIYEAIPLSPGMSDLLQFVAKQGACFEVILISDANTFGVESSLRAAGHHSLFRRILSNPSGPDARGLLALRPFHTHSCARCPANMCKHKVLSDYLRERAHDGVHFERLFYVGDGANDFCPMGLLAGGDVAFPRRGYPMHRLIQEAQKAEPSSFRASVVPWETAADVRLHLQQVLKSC
MEKK2 WT-MEK5: modulators of MEK5 binding to wildtype MEKK2, primary screen, biochemical, multiplex bead flow cytometry, Alexa488-MEK5 | binding response (% of control), % at 10 µM | AID 1531, 2009 | Mitogen-activated protein kinase kinase kinase 2 (Homo sapiens), Q9Y2U5 | Alexa488-MEK5 binding to MEKK2 WT; actives lie on both sides | actives 1.1% (n = 290,000); in the data active = binding response below about 67% or above about 130%
V1aR counter: agonists of human V1a receptor, primary screen, counter-screen for OXTR agonist project, fluorescence, CHO-V1R cells; Vasopressin V1a receptor (Homo sapiens), P37288; Fluo-8 calcium fluorescence, agonist mode; 0% DMSO, 100% 3 nM vasopressin; activation, % at 3 µM; actives 0.25% (n = 320,000);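 active = activation above the mean activation of all tested compounds plus 3 SD, per screening run, cut at about 20% in these data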;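 note: signal is peak over basal fluorescence ratio across a 100 second FLIPR read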
MEKK3 PB1 HTS: modulators of MEKK3-MEK5 PB1 binding, primary screen, biochemical, wildtype MEKK3, multiplex bead flow cytometry, Alexa488-MEK5 | Mitogen-activated protein kinase kinase kinase 3 (Homo sapiens), Q99759 | bead-based flow cytometry, Alexa488-MEK5 binding to MEKK3; actives lie on both sides; 0 = blocked by unlabeled MEK5, 100 = vehicle | binding response (% of control), % at 10 µM | actives 1.4% (n = 290,000) | AID 1529, 2009;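 active = binding response more than 3 SD above or below the average of its plate-row segment, actives on both sides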;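 note: Alexa488 bead fluorescence after subtracting the streptavidin-only scavenger bead signal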
MEKK2mut PB1 HTS: MEK5 binding signal on mutant MEKK2 PB1, primary screen, biochemical, multiplex bead flow cytometry, Alexa488-MEK5; Alexa488-MEK5 binding to MEKK2 mutant; percent response, % at 10 µM; actives 0.35% (n = 290,000); in the data active = percent response above about 24%, passing the limit was not always enough; note: inactives centre near 1; some results filed as inactive read as strong as hits; reference of the scale not given here
GalR3 antagonist: GalR3 antagonists in HEK293 cells, primary screen, cell-based, fluorescence readout; Galanin receptor type 3 (Homo sapiens), O60755; HEK293 GalR3-CNG cAMP membrane potential fluorescence; galR3 body fused to GalR1 C-terminus; inhibition, % at 3 µM; actives 0.44% (n = 360,000); AID 651719, 2012;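 active = inhibition above the screen-wide average plus 3 SD, cut at about 13% in these data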;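 note: forskolin and galanin both at EC90 stimulate the cells; cAMP rise reported by CNG channel membrane potential dye signal; 0% = forskolin plus galanin with DMSO and 100% = forskolin alone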
OXTR ag: human OXTR agonists, primary screen, fluorescence, CHO-OTR cells, Fluo-8 calcium; actives 0.32% (n = 320,000); Oxytocin receptor (Homo sapiens), P30559; activation, % at 3 µM; Fluo-8 calcium fluorescence; normalized: DMSO 0%, oxytocin 100%;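 active = activation above the mean of all tested compounds plus 3 SD, cutoff set per screening run, cut at about 20% in these data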;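 note: peak over basal fluorescence ratio from a 100 s FLIPR kinetic read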
Target sequence (P30559 whole entry, looked up): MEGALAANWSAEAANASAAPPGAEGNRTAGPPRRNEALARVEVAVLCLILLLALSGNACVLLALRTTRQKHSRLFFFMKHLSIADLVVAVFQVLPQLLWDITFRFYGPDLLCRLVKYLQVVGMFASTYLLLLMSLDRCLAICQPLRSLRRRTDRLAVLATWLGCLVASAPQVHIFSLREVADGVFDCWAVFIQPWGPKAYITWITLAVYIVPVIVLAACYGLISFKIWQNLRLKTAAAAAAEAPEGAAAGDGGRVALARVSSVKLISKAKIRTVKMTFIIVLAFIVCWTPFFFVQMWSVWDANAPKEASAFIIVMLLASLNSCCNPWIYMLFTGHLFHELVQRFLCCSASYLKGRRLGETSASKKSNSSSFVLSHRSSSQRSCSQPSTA
NALP1 inh: NALP1 inflammasome inhibitors in reconstituted yeast, colorimetric, S. cerevisiae, triplicate retest. actives 0.61% (n = 280,000). S. cerevisiae NALP1/ASC/caspase-1 growth, X-gal OD620, 72 h. inhibition, % at 10 µM; in the data active = inhibition mostly above about 24%, no sharp cut-off; inactive = mostly below about 32%; note: some compounds called inactive have numbers as strong as hits
GPR7 antag: GPR7 receptor antagonists, primary screen, cell-based, fluorescence, single concentration | GPR7-expressing cells, fluorescence antagonist assay | Neuropeptides B/W receptor type 1 (Homo sapiens), P48145 | inhibition, % at 4.4 µM | actives 1.1% (n = 290,000) | AID 1861, 2009; in the data active = inhibition above about 16%, passing the limit was not always enough;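 note: cells stimulated with the agonist NPW; 0% = agonist with vehicle and 100% = vehicle without agonist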
Target sequence (P48145 whole entry, looked up): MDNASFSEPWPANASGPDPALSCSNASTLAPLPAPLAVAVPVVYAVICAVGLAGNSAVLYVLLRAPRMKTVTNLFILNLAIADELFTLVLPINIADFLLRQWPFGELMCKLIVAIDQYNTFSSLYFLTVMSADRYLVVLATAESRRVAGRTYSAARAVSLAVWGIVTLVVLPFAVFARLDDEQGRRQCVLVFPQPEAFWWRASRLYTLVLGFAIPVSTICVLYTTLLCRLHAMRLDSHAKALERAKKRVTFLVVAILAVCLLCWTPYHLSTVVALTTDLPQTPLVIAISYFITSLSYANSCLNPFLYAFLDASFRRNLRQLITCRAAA
The depositor's hits bear a star; . = no result given; & = joins results of further samples; [ ] = dose if it differs, or a comment.

| structure | PHOSPHO1 inh | MEKK2 WT-MEK5 | V1aR counter | MEKK3 PB1 HTS | MEKK2mut PB1 HTS | GalR3 antagonist | OXTR ag | NALP1 inh | GPR7 antag |
| --- | --- | --- | --- | --- | --- | --- | --- | --- | --- |
| CN(CCC#N)S(=O)(=O)c1ccc2c(c1)c(=O)n(C)c(=O)n2C | 5 | 99 | 0.9 | 100 | 5 | -1 | 0.8 | -7 | -6 |
| CCc1nc(SCc2ccccc2)n[nH]1 | 30 | 102 | 0.2 | 92 | 0 | -6 | -1.3 | 17 | -6 |
| CNC(=O)COC(=O)c1nc(-n2nc(C)cc2C)ccc1Cl | 36 | 108 | 0.0 | 105 | 5 | -4 | 0.9 | -13 | -7 |
| O=C(Cc1ccccc1)c1c[nH]c(C(=O)NCc2ccncc2)c1 | 40 | 99 | 0.7 | 104 | -1 | 2 | 0.9 | 11 | -6 |
| CCc1nc(SCc2ccc(Br)cc2)n[nH]1 | 24 | 98 | 0.4 | 100 | 2 | 1 | -1.3 | 15 | -1 |
| CCOc1ccc(N(C)S(=O)(=O)c2cc(-c3cc(C)no3)ccc2OC)cc1 | 22 | 100 | -0.2 | 101 | 1 | -10 | -1.3 | 17 | -6 |
| COC(=O)NNC(=O)COc1cc(C)ccc1C | -24 | 97 | -0.9 | 98 | -2 | 1 | -1.3 | 30 | -8 |
| COc1ccc(/C=N/N2C(=O)C3C4C=CC(CC4)C3C2=O)c(OC)c1 (configuration not stated) | 24 | 104 | 0.5 | 114 | -2 | -3 | -1.2 | 0 | -12 |
| O=C(CSc1nc2ccccc2o1)NCCOc1ccccc1 | -4 | 100 | 1.5 | 103 | 3 | -6 | 2.2 | 10 | -12 |
| O=C(Cc1ccc(-n2c(=S)[nH]c3ccccc3c2=O)cc1)N1CCC(N2CCCCC2)CC1 | 10 | 127 | -1.0 | 102 | 14 | -4 | -0.1 | 3 | 5 |
| O=C(c1ccncc1)N1CCN(CCc2ccccc2)CC1 | 30 | 105 | 0.8 | 107 | 3 | -2 | 0.4 | -2 | -17 |
| Nc1ccc(S(=O)(=O)NNC(=O)C(=O)NNc2ccccn2)cc1 | 19 | . | -1.0 | . | . | -2 | -0.1 | . | 3 |
| O=[N+]([O-])c1ccc(N2CCN(c3ccc(O)cc3)CC2)cn1 | 26 | 97 | 0.7 | 103 | -6 | -5 | 2.4 | 0 | 4 |
| Nc1ccc(S(=O)(=O)N2CCCc3ccccc32)cc1 | 3 | 108 | 0.5 | 110 | 2 | -6 | 0.7 | . | -4 |
| O=C(CNC(=O)Cc1ccc(Cl)cc1)NCC(=O)N1CCCCC1 | 41 | 106 | -0.7 | 100 | 7 | -4 | 0.7 | 9 | 7 |
| O=C(Nc1ccccn1)c1ccc(NC(=O)c2ccco2)cc1 | 6 | 103 | 0.8 | 96 | 2 | -5 | 0.5 | 19 | -9 |
| COc1ccc(N2C(=O)CSC2c2cccc(F)c2)c(OC)c1 (configuration not stated) | 54 | 102 | -0.7 | 104 | 0 | -5 | -1.8 | 0 | 5 |
| Cc1cccc(C)c1NC(=O)C(C)N1CCCC1 (configuration not stated) | 10 | 103 | -0.6 | 106 | 11 | -10 | 1.2 | -10 | -6 |
| FC(F)(F)c1ccc(/C=N/n2c(COc3ccccc3)n[nH]c2=S)cc1 | -31 | 95 | -0.8 | 98 | -10 | -8 | -1.0 | 17 | -6 |
| Cc1c(-c2ccccc2)sc(N)c1C(=O)N1CCOCC1 | 74* | 112 | 0.9 | 106 | 5 | -3 | -1.8 | -2 | -9 |
| Cc1cc(C)nc(SCCCNCc2c(F)cccc2Cl)n1 | 23 | 103 | -0.7 | 98 | 0 | -1 | -0.3 | 27 | -10 |
| O=c1[nH]nc(Cc2ccc(Cl)cc2Cl)c2ccccc12 | 13 | 104 | 0.6 | 106 | 2 | -6 | -0.7 | 35 | -8 |
| CN1CCN(C(=O)C2CCC(CNS(=O)(=O)c3cccc4cccnc34)CC2)CC1 (configuration not stated) | -9 | 110 | 0.8 | 105 | 5 | -2 | 1.8 | 5 | -3 |
| CN(C)CCCNC(=S)NCCNc1nc2cc3c(cc2cc1C#N)OCO3 | -20 | 105 | -1.7 | 102 | 0 | -1 | -1.5 | -19 | -4 |
| CN(C)Cc1nnnn1-c1ccccc1 | 1 | 96 | 1.3 | 95 | -2 | 0 | 0.4 | 6 | -14 |
| COC(=O)c1ccccc1NC(=O)C1CC=CCC1C(=O)O (configuration not stated) | -31 | 107 | -0.3 | 105 | 4 | 1 | -1.1 | . | -2 |
| O=C(NNc1cccc(Cl)c1)c1cccnc1Oc1ccccc1 | 19 | 85 | -0.9 | 87 | -28 | -8 | 1.3 | 4 | -16 |
| CCc1cc(=O)oc2c3c(cc(OCC(=O)NCc4ccccn4)c12)OC(C)(C)CC3 | -13 | 101 | -0.6 | 102 | 2 | -4 | 0.3 | 21 | 1 |
| N#CC1(P(=O)(c2ccccc2)c2ccccc2)CCCC1 | -58 | 100 | -0.1 | 98 | -4 | 0 | 0.1 | 20 | 17 |
| Cc1cccc(C(=O)OCC(=O)NC(C)CCc2ccccc2)c1 (configuration not stated) | 16 | 106 | 0.1 | 105 | 7 | 2 | -2.6 | -4 | -6 |

Individual results from above:
Entry for O=[N+]([O-])c1ccc(N2CCN(c3ccc(O)cc3)CC2)cn1 under GalR3 antagonist: -5
Entry for Nc1ccc(S(=O)(=O)N2CCCc3ccccc32)cc1 under PHOSPHO1 inh: 3
Entry for O=c1[nH]nc(Cc2ccc(Cl)cc2Cl)c2ccccc12 under MEKK2 WT-MEK5: 104

(cont.)
| structure | PHOSPHO1 inh | MEKK2 WT-MEK5 | V1aR counter | MEKK3 PB1 HTS | MEKK2mut PB1 HTS | GalR3 antagonist | OXTR ag | NALP1 inh | GPR7 antag |
| --- | --- | --- | --- | --- | --- | --- | --- | --- | --- |
| O=C(COc1ccc2oc(-c3ccccc3)cc(=O)c2c1)Nc1ccccc1 | -11 | 91 | 2.1 | 98 | 2 | 0 | 0.2 | 34 | 4 |
| Cc1nn(Cc2ccc(F)cc2)c(C)c1NC(=O)c1cccnc1Cl | 6 | 95 | 0.8 | 86 | -1 | -10 | 0.6 | 24 | 9 |
| Cc1cccc(C(=O)Nc2cccnc2Cl)c1 | 29 | 98 | 0.7 | 97 | -3 | -9 | -0.2 | 23 | 9 |
| S=C(NCc1ccc(Cl)cc1)Nc1ccc(Cl)cc1Cl | 2 | 110 | 7.9 | 100 | 15 | -4 | 5.2 | 12 | 1 |
| O=C(NCc1ccc(F)cc1)C1CCN(S(=O)(=O)c2cccc3nonc23)CC1 | 48 | 103 | 3.9 | 102 | 0 | -2 | 3.5 | -3 | -2 |
| Cc1c(Cl)ccc2c(C(=O)NC(C)c3ccncc3)cc(-c3ccncc3)nc12 (configuration not stated) | 34 | 80 | -0.4 | 74 | -7 | . | 0.1 | -26 | -1 |
| COc1ccc(-c2nnc(SCC(=O)Nc3ccccc3OC)o2)cc1 | 0 | 107 | 3.6 | 106 | 4 | -5 | 3.1 | 9 | 20 |
| CC1CC(=O)N(CC(=O)Nc2cccc(F)c2)c2ccccc2S1(=O)=O (configuration not stated) | 50 | 97 | 0.9 | 97 | -7 | -6 | 1.2 | 6 | -1 |
| COC(=O)c1cnc2c(C(F)(F)F)cccc2c1OC | -1 | 100 | -0.1 | 101 | 9 | 2 | -0.5 | 6 | -5 |
| Cn1cc(/C=C(\NC(=O)c2ccccc2)C(=O)N2CCOCC2)c2ccccc21 | 18 | 95 | 1.5 | 99 | -1 | -8 | 0.6 | 21 | -12 |
| O=[N+]([O-])c1cc(S(=O)(=O)N2CCCC2)ccc1O | 5 | 102 | 1.7 | 98 | 0 | -5 | 0.1 | 29 | -4 |
| Cc1ccccc1OCCn1c(=S)[nH]c2c(N)ncnc21 | 31 | 103 | 1.2 | 103 | 6 | -13 | 1.1 | -4 | -11 |
| CCCOc1ccc(C(=O)Nc2ccc(NC(=O)c3cccs3)cc2)cc1 | 26 | 105 | 1.1 | 106 | -2 | -10 | 2.0 | 17 | -12 |
| CCC(=NCCc1ccc(OC)c(OC)c1)c1ccccc1O | . | 110 | 0.6 | 111 | 9 | -8 | 0.6 | -11 | -12 |
| CCOC(=O)Oc1ccc2c(=O)c(Oc3cc(C)cc(C)c3)coc2c1 | 23 | 97 | -0.9 | 103 | 3 | -7 | -2.0 | -10 | 15 |
| OCCC1CN(Cc2cccc3c2OCO3)CCN1C1CCCCC1 (configuration not stated) | 27 | 104 | 0.6 | 103 | 5 | 2 | -0.1 | 3 | -2 |
| COc1ccc(COc2ccc(S(=O)(=O)N3CCCC3)cc2C(N)=O)cc1F | -4 | 100 | 5.3 | 99 | 0 | -6 | 5.2 | 18 | 18 |
| CC(C)(C)NC(=O)NC(=O)COC(=O)COc1ccc2c(c1)CCC2 | -39 | 110 | 3.3 | 112 | 2 | -5 | 4.2 | -4 | 0 |
| O=C(CCc1[nH]c2ccccc2c1Sc1ccccc1)NCCO | -39 | 98 | 7.3 | 67*[inhibitor] | 3 | -3 | 7.5 | 13 | 2 |
| CCN(CC)CCCNc1nc2cc(OC)c(OC)cc2c2nc(-c3ccccc3)nn12 | -29 | 129 | -0.9 | 100 | 5 | -4 | 0.6 | 5 | 5 |
| NC(=O)C1(N2CCCCC2)CCN(C(=O)c2ccc(C#CC3(O)CCCCC3)cc2)CC1 | -9 | 102 | 0.6 | 103 | -2 | 6 | 0.2 | 23 | -8 |
| CN1CCc2c(sc3c2C(=O)NC(c2ccccc2)N3)C1 (configuration not stated) | 13 | 91 | 1.5 | 88 | -1 | 6 | -0.2 | 12 | -2 |
| COc1cc(CNCCO)cc(Br)c1OCc1cccs1 | 16 | 124 | 4.2 | 102 | 6 | -9 | 7.4 | 4 | 14 |
| COc1ccc(/C=C2\CCOC2=O)cc1 | 25&-4 | 95 | 0.3 | 94 | 4 | -2 | -1.2 | 2&10 | -11&4 |
| COc1cc(N2C(=O)CSC2=S)cc(OC)c1OC | 23 | 108 | 0.8 | 103 | 2 | -9 | 2.9 | 53* | -9 |
| CN(CCO)C(=O)CCC(=O)Nc1ccc(S(N)(=O)=O)cc1 | -9 | 98 | 1.5 | 100 | -1 | -6 | 0.4 | 26 | -13 |
| CC1(C)CC(=O)N(CC(=O)O)c2ccccc2S1 | -4 | 103 | 0.3 | 101 | 4 | -3 | 0.7 | -7 | 0 |
| O=C(O)CC(NS(=O)(=O)c1ccc(Br)cc1)c1ccco1 (configuration not stated) | 21 | 119 | 1.3 | 112 | 8 | -6 | -0.1 | 16 | -3 |
| COCCn1cnnc1SCC(=O)Nc1ccc(Br)cc1F | 28 | 102 | 1.2 | 101 | -1 | -4 | 0.6 | -1 | -3 |
| Cc1ccc(Cn2ccc(NC(=O)c3cc(-c4ccco4)on3)n2)cc1 | 8 | 105 | -0.7 | 102 | 6 | -7 | -1.1 | 17 | -20 |

Bioassay records as filed in PubChem BioAssay.
